Screening results deposited in PubChem BioAssay by Sanford-Burnham Center for Chemical Genomics.
MPTP block = permeability transition pore inhibition. isolated mouse mitochondria, Ca2+ swelling absorbance, 30 min. inhibition, % at 10 µM. actives 1.4% (n = 360,000);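 active means inhibition of 50% or more, scaled per plate between neutral and stimulator controls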;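 further: 0% = DMSO wells given calcium and 100% = 1 mM EGTA wells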
beta cell repl = inducers of beta-cell replication in MIN6 cells; MIN6 cells proliferation, ATPlite luminescence, 48 h; cells starved in 0.2% serum; 100% = growth in 10% serum; proliferation, % at 10 µM; actives 0.29% (n = 330,000);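 active means compounds whose signal lies at least 3.5 SD above the mean of all wells on their plate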;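 further: 0% = DMSO-treated cells in low-serum medium and 100% = 10% serum control; some compounds called inactive have numbers as strong as hits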
A3G deaminase = blocks human APOBEC3G single-stranded DNA deamination. inhibition, % at 20 µM. recombinant A3G, ssDNA deamination FAM/TAMRA fluorescence. Q9HC16. actives 0.28% (n = 330,000);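 active means inhibition of at least 40% at 20 µM, with no more than 30% in the related APOBEC3A deaminase screen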;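 further: plate controls were DMSO wells with A3G for no effect and wells lacking A3G enzyme for full effect; some compounds called inactive have numbers as strong as hits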
Target sequence (Q9HC16 whole entry, looked up): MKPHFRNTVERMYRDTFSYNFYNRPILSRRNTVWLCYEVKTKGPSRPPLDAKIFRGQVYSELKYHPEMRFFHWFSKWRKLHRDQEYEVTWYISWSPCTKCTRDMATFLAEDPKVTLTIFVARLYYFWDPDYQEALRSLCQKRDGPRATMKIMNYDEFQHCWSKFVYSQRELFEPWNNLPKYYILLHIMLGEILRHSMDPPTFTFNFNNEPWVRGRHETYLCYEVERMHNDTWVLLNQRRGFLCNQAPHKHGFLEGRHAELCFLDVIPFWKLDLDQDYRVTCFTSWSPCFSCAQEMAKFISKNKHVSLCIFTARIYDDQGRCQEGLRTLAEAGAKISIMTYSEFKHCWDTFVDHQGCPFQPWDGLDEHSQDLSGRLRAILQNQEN
hIAP act = human IAP activation; P09923; purified human IAP, CDP-Star luminescence, 30 min; active compounds read high; 1 = vehicle-only enzyme, 0 = enzyme-free background; activation factor at 10 µM; actives 0.16% (n = 330,000); AID 2524;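 active means activation factor of the enzyme at least 2-fold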; further: the source names both 10 and 20 µM as test concentration; values of inactives mirror those of a sister screen read the other way
Target sequence (P09923 whole entry, looked up): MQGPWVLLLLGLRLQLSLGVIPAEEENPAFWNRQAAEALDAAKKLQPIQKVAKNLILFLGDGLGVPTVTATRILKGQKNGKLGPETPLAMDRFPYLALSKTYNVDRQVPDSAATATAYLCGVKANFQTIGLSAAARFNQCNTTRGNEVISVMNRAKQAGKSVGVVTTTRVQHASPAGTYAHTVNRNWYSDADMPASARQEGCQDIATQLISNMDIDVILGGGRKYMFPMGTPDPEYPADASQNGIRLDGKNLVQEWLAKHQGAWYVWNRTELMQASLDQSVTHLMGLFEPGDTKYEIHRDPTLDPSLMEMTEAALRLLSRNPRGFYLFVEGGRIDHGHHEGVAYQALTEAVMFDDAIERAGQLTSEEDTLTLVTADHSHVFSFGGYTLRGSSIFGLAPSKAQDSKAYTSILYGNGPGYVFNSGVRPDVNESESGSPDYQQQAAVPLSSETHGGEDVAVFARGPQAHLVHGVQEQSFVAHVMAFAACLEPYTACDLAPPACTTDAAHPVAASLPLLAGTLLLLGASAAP
ATG4B inh = ATG4B (human) cysteine protease inhibition. actives 0.51% (n = 340,000). Q9Y4P1. ATG4B cleavage of LC3-PLA2, NBD-HPC fluorescence, 1 h. inhibition, % at 8.33 µM; in the data active means inhibition above about 40%
A3A deaminase = human APOBEC3A DNA deaminase inhibition; recombinant A3A, FAM/TAMRA ssDNA deamination fluorescence; inhibition, % at 20 µM; actives 0.41% (n = 330,000); AID 493011;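 active means at least 40% inhibition at 20 µM here, with at most 30% in a related deaminase screen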;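 further: plate controls were A3A with DMSO for no effect and wells lacking A3A enzyme for full effect; some results filed as inactive read as strong as hits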
Target sequence (P31941 whole entry, looked up): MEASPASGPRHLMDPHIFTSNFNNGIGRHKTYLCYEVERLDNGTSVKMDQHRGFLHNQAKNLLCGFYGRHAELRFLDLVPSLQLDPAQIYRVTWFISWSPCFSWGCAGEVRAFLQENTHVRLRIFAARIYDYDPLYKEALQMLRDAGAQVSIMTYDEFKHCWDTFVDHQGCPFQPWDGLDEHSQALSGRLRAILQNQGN
hIAP inh = human IAP inhibition; P09923; purified IAP, CDP-Star luminescence, 30 min; inhibition, % at 10 µM; actives 0.12% (n = 330,000); AID 2544;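 active means inhibition reaching a set limit with compound at 10 µM in the primary screen, cut at about 35% in these data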;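 further: plate controls were DMSO wells with enzyme for no effect and no-enzyme buffer wells for full effect; values of inactives mirror those of a sister screen read the other way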
mIAP inh = mouse IAP inhibition. purified mouse IAP, CDP-Star luminescence, 30 min. inhibition, % at 10 µM. actives 0.2% (n = 330,000);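 active means inhibition of at least 40% at 10 µM in the primary screen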;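 further: plate controls were DMSO with enzyme for no effect and no enzyme wells for full effect; values of inactives mirror those of a sister screen read the other way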
mIAP activ = increases mouse intestinal alkaline phosphatase activity; muIAP, CDP-Star luminescence, 30 min; active compounds read high; 1 = vehicle-only enzyme signal, 0 = enzyme-free wells; activation factor at 10 µM; actives 0.24% (n = 330,000);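 active means activation factor of at least 2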; further: the source names both 10 and 20 µM as test concentration; values of inactives mirror those of a sister screen read the other way
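System: Mouse IAP enzyme | Also added: CDP-Star substrate | Dosing: Compounds dispensed in DMSO | Schedule: 30 min enzyme-substrate-compound incubation at room temperature | Technique: Chemiluminescence readout | Control set: DMSO-only wells and no-enzyme negative control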
The depositor's hits bear a star. Outcome played no part in choosing rows; any-hit rate near 3.3%.

SMILES	MPTP block	beta cell repl	A3G deaminase	hIAP act	ATG4B inh	A3A deaminase	hIAP inh	mIAP inh	mIAP activ
C#CCNC(=O)C1=C[C@H](c2ccc(C#C)cc2)C[C@H](OCc2ccc(CO)cc2)O1	-0.3	-3	-8	0.82	0	-3	18	-8	1.1
O=C(COc1ccccc1[N+](=O)[O-])c1ccccc1	1.8	-6	-7	0.8	0	-5	20	5	0.95
COc1ccc(S(=O)(=O)N2CCOCC2)cc1NC(=O)COc1ccccc1OC	-1.8	-1	-7	0.93	0	-1	7	4	0.96
Cc1cc2c(c(=O)n1C1CC1)C(c1cccc(Cl)c1)C(C#N)=C(N)O2 (stereo not drawn)	0.8	5	-6	0.81	-8	-4	19	4	0.95
CC(OC(=O)COc1ccc(Nc2ccccc2)cc1)C(=O)N(C)c1ccccc1 (stereo not drawn)	0.8	-5	2	1.1	-5	1	-9	-4	1
CCc1ccc(NC(=O)C(=O)c2cn(CC(=O)N3CCCCC3)c3ccccc23)cc1	1.2	0	-3	0.9	8	0	10	13	0.87
CN(C)S(=O)(=O)c1ccc(Cl)c(NC(=O)COC(=O)[C@@H]2CCCN2C(=O)c2cccs2)c1	-0.7	0	5	0.96	-6	6	4	-2	1
CCOC(=O)c1cc2cc(CC(=O)c3ccc(OCC)cc3O)ccc2o1	1.9	0	-3	1	-3	-1	0	9	0.91
COc1cc(CN(C(=S)NCC(=O)N2CCCC2)C2CCCC2)cc(OC)c1OC	-0.8	-3	-13	1.1	-9	-1	-11	-7	1.1
O=C(NC(Cc1ccccc1)C(=O)O)/C(=C\c1ccc([N+](=O)[O-])cc1)NC(=O)c1ccco1 (stereo not drawn)	-0.2	-5	0	1.2	0	3	-18	-5	1.1
COc1ccc(OC)c(NC(=O)CSc2nc3scc(C)c3c(=O)[nH]2)c1	2.1	0	-5	1.1	8	1	-11	6	0.94
COCCCNC(=O)c1ccc2c(=O)n(CC3CCCO3)c(=S)[nH]c2c1 (stereo not drawn)	0.2	-1	-3	0.96	-5	-2	4	-4	1
O=C(Nc1ccc(-n2cnnn2)cc1)C1CCCN1C(=O)Nc1ccc(Br)cc1 (stereo not drawn)	0.1	0	-1	1	-2	4	-2	-3	1
COc1cc(/C=N/Nc2snc(SC)c2C#N)ccc1O	2.3	-5	-7	0.79	-9	-6	22	4	0.96
COc1ccc(NS(=O)(=O)c2ccc(/C=C/C(=O)O)cc2)cc1S(=O)(=O)N1CCOCC1	1.1	1	0	0.96	-6	3	4	-1	1
Cc1ccc(N(CC(=O)NC(C)c2ccccc2)S(=O)(=O)c2c(C)n[nH]c2C)cc1 (stereo not drawn)	-0.6	-7	7	1.8	0	1	-79	-3	1
CCOc1ccc(NS(=O)(=O)c2ccc(C(=O)NCCCN3CCOCC3)cc2)cc1	0.2	0	3	1.1	-2	2	-10	-6	1.1
CN(CC(=O)Nc1c(Cl)cccc1Cl)C(=O)CCNS(=O)(=O)c1ccccc1C(F)(F)F	-0.9	12*	-8	1.1	-1	-1	-10	0	1
COc1ccc(Cl)cc1NC(=O)CN1CCN(C(=O)N2CCOCC2)CC1	-1.7	3	-2	0.88	-1	-2	12	2	0.98
COc1ccc(CNC(=O)CC(C)c2ccccc2)cc1 (stereo not drawn)	0.2	-3	-5	1.1	7	-4	-10	7	0.93
CC(=O)c1oc2ccccc2c1N	0.3	-3	-6	1	-9	-5	0	6	0.94
O=C(O)CCc1ccc(S(=O)(=O)Nc2cc(C(F)(F)F)ccc2N2CCCC2)cc1	-0.8	0	27	0.88	-6	36	12	18	0.82
CCOC(=O)C1=C(C)N=c2s/c(=C\c3ccc(OC(C)=O)cc3)c(=O)n2C1/C=C/c1ccccc1 (stereo not drawn)	2.2	-6	-17	0.87	-4	-4	13	2	0.98
CC1c2cc3c(cc2CCN1C(=O)c1cccc(F)c1)OCCCO3 (stereo not drawn)	-0.4	-4	2	0.89	0	1	11	-1	1
NC(=O)c1ccc(NC(=O)C2CC2)cc1	-0.3	0	-1	1	1	-2	0	0	0.99

At a glance, some entries already given.
SMILES	MPTP block	beta cell repl	A3G deaminase	hIAP act	ATG4B inh	A3A deaminase	hIAP inh	mIAP inh	mIAP activ
C#CCNC(=O)C1=C[C@H](c2ccc(C#C)cc2)C[C@H](OCc2ccc(CO)cc2)O1	-0.3	-3	-8	0.82	0	-3	18	-8	1.1
O=C(COc1ccccc1[N+](=O)[O-])c1ccccc1	1.8	-6	-7	0.8	0	-5	20	5	0.95

Ordered by value in mIAP activ (highest first): 5 from the list above.
canonical_smiles | MPTP block | A3G deaminase | hIAP act | ATG4B inh | A3A deaminase | hIAP inh | mIAP inh | mIAP activ
O=C(NC(Cc1ccccc1)C(=O)O)/C(=C\c1ccc([N+](=O)[O-])cc1)NC(=O)c1ccco1 (stereo not drawn) | -0.2 | 0 | 1.2 | 0 | 3 | -18 | -5 | 1.1
COCCCNC(=O)c1ccc2c(=O)n(CC3CCCO3)c(=S)[nH]c2c1 (stereo not drawn) | 0.2 | -3 | 0.96 | -5 | -2 | 4 | -4 | 1
COc1cc(/C=N/Nc2snc(SC)c2C#N)ccc1O | 2.3 | -7 | 0.79 | -9 | -6 | 22 | 4 | 0.96
COc1ccc(CNC(=O)CC(C)c2ccccc2)cc1 (stereo not drawn) | 0.2 | -5 | 1.1 | 7 | -4 | -10 | 7 | 0.93
CCOC(=O)c1cc2cc(CC(=O)c3ccc(OCC)cc3O)ccc2o1 | 1.9 | -3 | 1 | -3 | -1 | 0 | 9 | 0.91

Arranged by SMILES length (high to low): 3 of the compounds above.
SMILES	MPTP block	beta cell repl	A3G deaminase	hIAP act	ATG4B inh	A3A deaminase	hIAP inh	mIAP inh	mIAP activ
CCOC(=O)C1=C(C)N=c2s/c(=C\c3ccc(OC(C)=O)cc3)c(=O)n2C1/C=C/c1ccccc1 (stereo not drawn)	2.2	-6	-17	0.87	-4	-4	13	2	0.98
CCOc1ccc(NS(=O)(=O)c2ccc(C(=O)NCCCN3CCOCC3)cc2)cc1	0.2	0	3	1.1	-2	2	-10	-6	1.1
Cc1cc2c(c(=O)n1C1CC1)C(c1cccc(Cl)c1)C(C#N)=C(N)O2 (stereo not drawn)	0.8	5	-6	0.81	-8	-4	19	4	0.95

The results go on:
SMILES	MPTP block	beta cell repl	A3G deaminase	hIAP act	ATG4B inh	A3A deaminase	hIAP inh	mIAP inh	mIAP activ
CCNc1c(NS(=O)(=O)c2ccc(F)c(Cl)c2)c(=O)oc2ccccc12	0.7	-4	-13	0.91	-5	-5	9	4	0.96
CCN1CCN(C(=S)NC(CC(=O)c2ccccc2)c2ccccc2)CC1 (stereo not drawn)	-2.1	-2	0	1.1	-10	-4	-10	-13	1.1
CC(Sc1ccc(Cl)cc1)C(=O)Nc1ccc2c(c1)OCO2 (stereo not drawn)	0.9	-3	-4	0.73	-11	-5	27	-12	1.1
COc1cc(Cl)c(C)cc1NC(=O)CC1SC(N2CCOCC2)=NC1=O (stereo not drawn)	-1.1	2	-4	0.88	-9	-1	12	-5	1.1
O=C(N/N=C/c1cc(O)ccc1Br)c1cccnc1	-0.4	-4	-5	1.9	-3	5	-93	9	0.91
CCOCCCNC(=O)CCC(=O)NNc1nc2ccccc2c2nc(-c3ccccc3)nn12	2.6	-2	-5	2.1*	-9	-2	-109	17	0.83
O=C(NCc1cccnc1)c1ccc2c(=O)n(CCCN3CCCC3=O)c(=S)[nH]c2c1	-1.3	3	-5	0.82	-3	-4	18	7	0.93
CCOCCCNC(=O)c1cc2c(-c3ccc(Cl)cc3)nn(C)c2s1	-1.5	3	-2	0.99	-13	2	1	-10	1.1
COc1cccc(CC(=O)OCC(=O)NCCc2ccc(F)cc2)c1	0.8	0	-1	0.91	4	28	10	-3	1
Cc1ccc(NC(=S)NNC(=O)c2ccc(N3CCOCC3)c([N+](=O)[O-])c2)cc1Cl	88*	2	-2	1.6	18	-1	-58	-6	1.1
Cc1cc(C(=O)NCc2ccc3c(c2)OCO3)ccc1[N+](=O)[O-]	-0.1	0	-4	1.1	0	-6	-10	0	1
CC1CCCCC1NC(=O)COC(=O)CN1C(=O)c2ccccc2C1=O (stereo not drawn)	-4.3	0	-2	0.97	0	4	3	-5	1
CC(=O)c1ccc(NC(=O)CSc2nc(N3CCOCC3)nc(N3CCOCC3)n2)cc1	-0.3	5	-2	1.1	-12	-1	-5	-1	1
O=C(Cn1ncn2cccc2c1=O)N1CCCCC1	0.4	0	4	1.1	-3	7	-13	-12	1.1
CSc1nc2[nH]c3c(c2c2ncnn12)CCCC3	-1.7	-1	3	0.86	-3	-2	14	-1	1
FC(F)(F)c1cc(Oc2ccccc2)nc(-c2ccccn2)n1	0.6	-3	-2	0.89	13	0	11	5	0.95
Oc1ccc(C23CCCC2C2(CCCC2)c2ccc(O)cc2O3)c(O)c1 (stereo not drawn)	0.7	-8	-9	1	-5	-3	-4	-10	1.1
S=c1[nH]nc(-c2ccc(Cl)cc2)n1/N=C/C=C/c1ccco1	0.0	0	36	1.2	-3	42	-15	56*	0.44
CC(C)Cc1nnc(NC(=O)CCC(=O)N2CCN(c3ccc(F)cc3)CC2)s1	-1.5	-2	-3	1	-6	-1	-5	8	0.92
CCOC(=O)c1c(NC(=O)CSc2nnc(C)s2)sc2c1CCC(C)C2 (stereo not drawn)	0.2	-3	-3	1.2	-2	-1	-17	-9	1.1
COc1nc2ccc(C)cc2cc1-c1noc(-c2ccccc2)n1	0.2	-2	-6	1.1	-6	0	-11	5	0.95
CN1CCC(NC(=S)NC2CC2)CC1	-0.6	4	-3	0.93	-6	-4	7	14	0.86
NS(=O)(=O)c1ccc(CCNC(=O)C(=O)NCC2OCCN2S(=O)(=O)c2cccs2)cc1 (stereo not drawn)	-0.4	0	-1	1.3	-4	3	-28	3	0.97
O=C(CCc1c[nH]c2ccccc12)N/N=C/c1ccc2c(c1)OCO2	-0.2	-1	11	1.1	-1	-5	-13	-11	1.1
Cc1ccc(NC(=O)CN(C)C(=O)COc2cccc3ccc(C)nc23)cc1	-1.2	-2	0	0.97	-11	1	3	2	0.98

Further structures
SMILES	MPTP block	beta cell repl	A3G deaminase	hIAP act	ATG4B inh	A3A deaminase	hIAP inh	mIAP inh	mIAP activ
O=C(Cn1nnc(-c2ccc(F)cc2)n1)Nc1ccc2c(c1)OCCO2	1.4	-3	-5	0.91	-6	2	9	-18	1.2
Cc1cc(C)c(-c2c(O)c3cccc4c3n(c2=O)CCC4)c(C)c1	-2.1	0	0	1.1	-8	0	-7	2	0.98
O=[N+]([O-])c1ccccc1NC(=S)N/N=C/c1ccc(O)c(O)c1	5.5	-3	-3	0.87	-27	0	13	75*	0.25
O=C1C2C3C=CC(C3)C2C(=O)N1c1ccccc1 (stereo not drawn)	1.9	4	-5	0.92	-2	0	8	5	0.95
Cc1cc(=O)n2nc(-c3ccc(C(F)(F)F)cc3)sc2n1	-0.8	-2	15	0.95	9	1	5	-2	1
Cc1ccc(C(C(=O)NCC2CCCO2)N(Cc2ccccc2F)C(=O)Cn2nnc(-c3cccs3)n2)cc1 (stereo not drawn)	-1.0	-1	-1	1	-12	1	-3	-20	1.2

3 records picked at random from those above:
SMILES	MPTP block	beta cell repl	A3G deaminase	hIAP act	ATG4B inh	A3A deaminase	hIAP inh	mIAP inh	mIAP activ
O=C1C2C3C=CC(C3)C2C(=O)N1c1ccccc1 (stereo not drawn)	1.9	4	-5	0.92	-2	0	8	5	0.95
O=[N+]([O-])c1ccccc1NC(=S)N/N=C/c1ccc(O)c(O)c1	5.5	-3	-3	0.87	-27	0	13	75*	0.25
Cc1cc(=O)n2nc(-c3ccc(C(F)(F)F)cc3)sc2n1	-0.8	-2	15	0.95	9	1	5	-2	1
